Screening results (PubChem)
IDE exosite FP: insulin-degrading enzyme (human) exo-site inhibition. z-score at 20 µM. hit rate 6.3% among 17,000. purified IDE, FL-6b probe fluorescence polarization; active compounds read low;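 active = z-score of -3 or lower, meaning strong loss of probe binding signal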;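 note: His-tagged human IDE residues 42-1019 made in E. coli with 30 nM FL-6b probe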
Target sequence (P14735 42-1019 limits assumed): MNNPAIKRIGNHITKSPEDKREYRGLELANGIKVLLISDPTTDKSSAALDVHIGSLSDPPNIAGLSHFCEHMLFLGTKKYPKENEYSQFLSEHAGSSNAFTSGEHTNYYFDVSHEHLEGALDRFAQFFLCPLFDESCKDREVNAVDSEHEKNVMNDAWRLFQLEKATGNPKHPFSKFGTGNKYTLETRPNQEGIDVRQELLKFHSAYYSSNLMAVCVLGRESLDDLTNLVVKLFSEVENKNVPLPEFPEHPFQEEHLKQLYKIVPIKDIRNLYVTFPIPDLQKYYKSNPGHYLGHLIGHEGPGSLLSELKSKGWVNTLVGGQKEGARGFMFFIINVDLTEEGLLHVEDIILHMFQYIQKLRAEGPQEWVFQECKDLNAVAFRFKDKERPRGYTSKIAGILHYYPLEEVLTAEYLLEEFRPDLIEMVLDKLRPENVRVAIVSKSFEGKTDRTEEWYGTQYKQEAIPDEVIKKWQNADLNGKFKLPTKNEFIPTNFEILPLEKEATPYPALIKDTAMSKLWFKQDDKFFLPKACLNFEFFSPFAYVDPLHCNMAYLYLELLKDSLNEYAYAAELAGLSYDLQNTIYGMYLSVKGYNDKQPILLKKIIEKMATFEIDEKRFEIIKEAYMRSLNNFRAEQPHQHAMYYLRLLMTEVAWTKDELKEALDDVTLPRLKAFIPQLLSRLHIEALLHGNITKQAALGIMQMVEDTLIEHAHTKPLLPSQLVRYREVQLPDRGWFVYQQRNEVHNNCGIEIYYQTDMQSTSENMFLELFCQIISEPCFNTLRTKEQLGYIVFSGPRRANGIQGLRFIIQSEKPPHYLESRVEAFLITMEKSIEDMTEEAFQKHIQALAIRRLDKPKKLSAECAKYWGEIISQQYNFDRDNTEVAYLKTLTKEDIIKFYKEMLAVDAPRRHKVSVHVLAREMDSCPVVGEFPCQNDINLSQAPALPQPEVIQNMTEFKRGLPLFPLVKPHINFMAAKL
The depositor's hits bear a star; & = joins results of further samples. Only part of the results is shown, so the mix of outcomes need not match the whole.

Sample of the layout (2 entries):
SMILES	IDE exosite FP
N#C[C@@H]1[C@H](c2ccc(C#Cc3cccc(F)c3)cc2)[C@H](CO)N1C(=O)C1CCOCC1	-2.2
COc1ccc2c3c([nH]c2c1)[C@H](CO)N(C(=O)C1CC1)CC31CCN(C(=O)c2ccncc2)CC1	-1.6

Results (from the top)
SMILES	IDE exosite FP
N#C[C@@H]1[C@H](c2ccc(C#Cc3cccc(F)c3)cc2)[C@H](CO)N1C(=O)C1CCOCC1	-2.2
COc1ccc2c3c([nH]c2c1)[C@H](CO)N(C(=O)C1CC1)CC31CCN(C(=O)c2ccncc2)CC1	-1.6
CCS(=O)(=O)N1CC2(CN(C(=O)Nc3c(C)noc3C)[C@H](CO)c3[nH]c4cc(OC)ccc4c32)C1	1
CC(C)NC(=O)Nc1cccc2c1O[C@H](CN(C)C(=O)Nc1ccccc1)[C@H](C)CN([C@H](C)CO)C2=O	0.5
Cc1ccc(-c2ccccc2[C@@H]2[C@@H](CO)N(C(=O)NC3CCCC3)[C@H]2C#N)cc1	1.9
C[C@H](NC(=O)C[C@@H]1CC[C@@H]2[C@H](COc3ccc(NC(=O)C4CCOCC4)cc3C(=O)N2C)O1)c1ccccc1	-1.8
CN1CCCCN2[C@H](CO)[C@@H](c3ccc(/C=C/c4ccccc4)cc3)[C@H]2C1	-5.4*
N#C[C@H]1[C@H](c2ccccc2-c2cccc(F)c2)[C@@H](CO)N1C(=O)NC1CCCCC1	-1.3
COCC(=O)NC[C@@H]1[C@H](c2ccc(C3=CCCC3)cc2)[C@H](CO)N1C(=O)C1CC1	6
COc1ccccc1-c1ccc2c(c1)[C@@H]1[C@@H](CCN1C(=O)C1CCC1)[C@H](CO)N2	-0.095
C[C@H](CO)N1C[C@H](C)[C@H](CN(C)Cc2ccc3c(c2)OCCN3C)OCc2ccccc2-c2ccccc2C1=O	1.3
Cc1noc(C)c1S(=O)(=O)Nc1ccc2c(c1)CC(=O)N([C@H](C)CO)C[C@H](C)[C@@H](CN(C)Cc1ccc(Oc3ccccc3)cc1)O2	-3.6*
Cc1cccc(S(=O)(=O)N2CCCCN3[C@H](CO)[C@@H](c4ccc(-c5cccnc5)cc4)[C@H]3C2)c1	5
CN1C(=O)c2cc(NC(=O)c3cccc(F)c3)ccc2OC[C@H]2O[C@H](CC(=O)NCC3CCCCC3)CC[C@@H]21	-1.7&-0.53
N#C[C@@H]1[C@@H](c2ccccc2-c2ccc(F)cc2)[C@H](CO)N1C(=O)Cc1ccccc1	2.9
CN1C[C@H]2[C@@H](c3ccccc31)[C@H](CO)N2S(=O)(=O)c1ccccc1	0.2
COc1ccc(S(=O)(=O)Nc2ccc3c(c2)C(=O)N([C@H](C)CO)C[C@H](C)[C@H](CN(C)S(=O)(=O)c2ccc(Cl)cc2)OCCCC[C@H](C)O3)cc1	-0.017
Cc1ccc(S(=O)(=O)Nc2cccc3c2O[C@@H](CN(C)C(=O)Nc2ccc(C(F)(F)F)cc2)[C@H](C)CN([C@H](C)CO)C3=O)cc1	-0.73
N#C[C@H]1[C@@H](c2ccc(/C=C/c3ccccc3)cc2)[C@@H](CO)N1C(=O)Cc1ccccn1	-3.7*
O=C(C[C@H]1CC[C@@H]2[C@H](COC[C@H](O)CN2C(=O)c2ccncc2)O1)NCc1cc(F)cc(F)c1	0.45
O=C1N[C@@H](c2ccccc2)COCn2nncc2CC[C@@H]1Cc1ccccc1	1.4
COC(=O)C[C@@H]1CC[C@H]2[C@@H](COC[C@@H](O)CN2S(=O)(=O)c2cn(C)cn2)O1	-0.009
O=C(NC1CCCC1)N1CC(=O)N2[C@H](CO)[C@H](c3ccc(-c4ccncc4)cc3)[C@@H]2C1	0.54
C[C@H](O)C#Cc1ccc([C@@H]2[C@@H](CO)N3CCCCN(S(=O)(=O)Cc4ccccc4)C[C@@H]23)cc1	1.3
CCCNC(=O)N1C[C@@H]2[C@H](c3ccccc31)[C@H](CO)N2Cc1cccc(OC)c1	0.89

In the list so far, two have an NH in an aromatic ring.
SMILES	IDE exosite FP
COc1ccc2c3c([nH]c2c1)[C@H](CO)N(C(=O)C1CC1)CC31CCN(C(=O)c2ccncc2)CC1	-1.6
CCS(=O)(=O)N1CC2(CN(C(=O)Nc3c(C)noc3C)[C@H](CO)c3[nH]c4cc(OC)ccc4c32)C1	1

Rewritten with the structure last: part of the list above.
IDE exosite FP | Structure
-1.8 | C[C@H](NC(=O)C[C@@H]1CC[C@@H]2[C@H](COc3ccc(NC(=O)C4CCOCC4)cc3C(=O)N2C)O1)c1ccccc1
-5.4* | CN1CCCCN2[C@H](CO)[C@@H](c3ccc(/C=C/c4ccccc4)cc3)[C@H]2C1
-1.3 | N#C[C@H]1[C@H](c2ccccc2-c2cccc(F)c2)[C@@H](CO)N1C(=O)NC1CCCCC1
6 | COCC(=O)NC[C@@H]1[C@H](c2ccc(C3=CCCC3)cc2)[C@H](CO)N1C(=O)C1CC1
-0.095 | COc1ccccc1-c1ccc2c(c1)[C@@H]1[C@@H](CCN1C(=O)C1CCC1)[C@H](CO)N2

Further records follow.
SMILES	IDE exosite FP
O=C(NC1CCCC1)N1CCCCN2[C@H](C1)[C@H](c1ccc(/C=C/c3ccccc3)cc1)[C@@H]2CO	-13*
N#C[C@H]1[C@@H](c2ccccc2C2=CCCCC2)[C@@H](CO)N1S(=O)(=O)c1ccccc1	0.21
COc1ccccc1NC(=O)N1[C@H](CO)[C@@H](c2ccccc2)[C@@H]1C#N	0.64
C[C@@H]1CN([C@@H](C)CO)C(=O)c2cccc(NC(=O)c3nc4ccccc4s3)c2O[C@H]1CN(C)C(=O)Nc1ccc2c(c1)OCO2	-0.7
O=C1[C@H](Cc2ccc(C(F)(F)F)cc2)CCn2nncc2COC[C@@H]2CCCCN12	-0.86
O=C(CC1CC1)NC[C@H]1N[C@H](CO)[C@@H]1c1ccc(-c2ccc(F)cc2)cc1	1.3
COc1ccc(NC(=O)N(C)C[C@@H]2OCCCC[C@H](C)Oc3ccc(NC(=O)c4ccncc4)cc3C(=O)N([C@H](C)CO)C[C@H]2C)cc1	1.3
COCC(=O)N1CCCCN2[C@H](CO)[C@@H](c3ccc(C#Cc4ccccc4)cc3)[C@@H]2C1	-8.5*
COc1cccc(S(=O)(=O)N2C[C@@H](O)COC[C@@H]3O[C@@H](CC(=O)NCCCN4CCOCC4)CC[C@H]32)c1	1.2
CN(C)CC(=O)N1[C@@H](C#N)[C@@H](c2ccc(C#CC3CC3)cc2)[C@@H]1CO	2.3
COc1ccccc1CNC(=O)C[C@@H]1CC[C@@H]2[C@@H](COc3ccc(NC(C)=O)cc3C(=O)N2C)O1	1.8
CO[C@H](C(=O)N(C)C[C@@H]1OCc2ccccc2-c2ccccc2C(=O)N([C@@H](C)CO)C[C@@H]1C)c1ccccc1	-0.51
CN1CCCCN2[C@@H](CO)[C@@H](c3ccc(C#CC4(O)CCCC4)cc3)[C@@H]2C1	-1.2
Cn1cnc(S(=O)(=O)N2C[C@@H](O)COC[C@@H]3O[C@H](CC(=O)NCc4cccc(F)c4)CC[C@H]32)c1	-0.42
C[C@@H]1CN([C@@H](C)CO)C(=O)CCCn2cc(nn2)CO[C@H]1CN(C)C(=O)NC1CCCCC1	-0.22
C/C=C/c1ccc([C@H]2[C@@H](CNC(C)C)N(Cc3cccnc3)[C@H]2CO)cc1	5.6
CN1CCCCN2[C@H](CO)[C@@H](c3ccc(-c4ccc(F)cc4)cc3)[C@H]2C1	-1.2
Cc1ccccc1S(=O)(=O)N1CCCCN2[C@@H](CO)[C@H](c3ccc(-c4cccnc4)cc3)[C@@H]2C1	2.3
O=C(Nc1cccc(F)c1)N1CC(=O)N2[C@H](C1)[C@@H](c1ccc(-c3ccccc3F)cc1)[C@@H]2CO	-1.4
CO[C@H]1CN(C)C(=O)c2cc(NC(=O)NC(C)C)ccc2OC[C@H](C)N(C(=O)CN(C)C)C[C@@H]1C	-0.78
CC(=O)N1CC2(C1)[C@H](c1ccccc1)[C@@H](CO)N2Cc1ccccc1	0.43
CN1C(=O)c2cc(NC(=O)c3ccc(F)c(F)c3)ccc2OC[C@H]2O[C@H](CC(=O)N3CCCCC3)CC[C@H]21	-0.95
Cc1ccccc1-c1ccc([C@H]2[C@@H](CO)N3CCCCN(S(=O)(=O)c4cn(C)cn4)C[C@@H]23)cc1	-3.4*
COc1ccccc1NC(=O)N[C@@H]1CC[C@@H](CCNS(=O)(=O)c2ccc(Cl)cc2)O[C@H]1CO	0.06
COc1cccc(S(=O)(=O)N2CCCCN3[C@H](CO)[C@H](c4ccc(C#CC5CC5)cc4)[C@H]3C2)c1	1.2
C[C@H]1CN([C@@H](C)CO)C(=O)CCCn2cc(nn2)CO[C@H]1CN(C)Cc1ccccc1	-0.0061
N#C[C@H]1[C@H](c2ccc(C#Cc3ccccc3F)cc2)[C@@H](CO)N1C(=O)C1CCC1	3.7
O=C(C[C@@H]1C[C@@H]2c3cc(NC(=O)c4ccc5c(c4)OCO5)ccc3O[C@@H]2[C@@H](CO)O1)NCc1ccc(Oc2ccccc2)cc1	0.87
COc1cccc(-c2ccc3n(c2=O)C[C@H]2[C@H](CO)[C@@H](C(=O)NCC4CC4)[C@@H]3N2S(C)(=O)=O)c1	0.23
O=C(c1ccc2c(c1)OCO2)N1C[C@@H]2N[C@H](C1)C2c1ccc(-c2cccnc2)cc1 (stereo not given in full)	-2.2&0.5
CNC[C@@H]1OCc2cnnn2CCCC(=O)N([C@@H](C)CO)C[C@@H]1C	-0.35
O=C(Nc1ccc(F)cc1)N1CC(=O)N2[C@H](CO)[C@@H](c3ccc(-c4ccccc4)cc3)[C@H]2C1	1.6
O=C1CN(Cc2ccccc2)C[C@H]2[C@@H](c3ccc(Br)cc3)[C@H](CO)N12	-0.39
O=C(C[C@H]1C[C@H]2c3cc(NC(=O)C4CCOCC4)ccc3O[C@H]2[C@@H](CO)O1)NCCN1CCCCC1	0.36
C[C@H](NC(=O)C[C@H]1C[C@@H]2c3cc(NS(=O)(=O)c4ccc(F)cc4)ccc3O[C@@H]2[C@H](CO)O1)c1ccccc1	0.69
COCC(=O)Nc1ccc2c(c1)[C@H]1C[C@H](CC(=O)N3CCOCC3)O[C@@H](CO)[C@H]1O2	0.42
O=C1CNC[C@@H]2[C@H](c3ccc(C4=CCCCC4)cc3)[C@H](CO)N12	1.9
O=S(=O)(c1ccccc1)N1CCCCN2[C@@H](CO)[C@@H](c3ccc(C#Cc4cccnc4)cc3)[C@@H]2C1	1.6
CCCC#Cc1ccc([C@@H]2[C@@H](CO)N3CCCCN(Cc4cccnc4)C[C@H]23)cc1	-0.44
CN1C(=O)c2cc(NC(=O)Nc3ccccc3Cl)ccc2OC[C@@H]2O[C@@H](CC(=O)NCCCN3CCOCC3)CC[C@H]21	-1
COc1ccc(S(=O)(=O)N(C)C[C@@H]2Oc3c(cccc3N(C)C)C(=O)N([C@H](C)CO)C[C@H]2C)cc1	0.079
COc1ccc(NC(=O)N2CCCCN3[C@H](CO)[C@@H](c4ccc(-c5ccccc5C)cc4)[C@@H]3C2)cc1	0.55
CCC(=O)N1[C@H](CO)[C@@H](c2ccccc2)[C@H]1CNC(=O)CN1CCOCC1	2.3
CN1C(=O)c2cc(NC(=O)Nc3ccccc3F)ccc2OC[C@H]2O[C@@H](CC(=O)NCCc3ccncc3)CC[C@@H]21	-0.53
COC(=O)[C@@H]1[C@@H](CO)[C@@H]2Cn3c(ccc(C4=CCCCC4)c3=O)[C@@H]2N1C(=O)c1ccccc1F	0.2
CCCNC(=O)N1CC(=O)N2[C@H](CO)[C@H](c3ccc(C#CCC4CCCC4)cc3)[C@H]2C1	-1.5
Cc1noc(C)c1S(=O)(=O)N(C)C[C@@H]1Oc2c(NC(=O)c3ccc(-c4nccs4)cc3)cccc2C(=O)N([C@@H](C)CO)C[C@H]1C	1.2
C[C@H](CO)N1C[C@H](C)[C@H](CN(C)Cc2ccc3c(c2)OCO3)Oc2ncc(-c3cccc(C(F)(F)F)c3)cc2C1=O	0.96
O=C(CC1CC1)N1CC2(C1)[C@H](c1ccccc1)[C@@H](CO)N2C(=O)c1ccccn1	-0.65
O=C(Nc1cccc(F)c1)N1CCCCN2[C@@H](CO)[C@H](c3ccc(C#Cc4cccnc4)cc3)[C@@H]2C1	0.046

CCC(=O)N1[C@H](CN(CC)C(C)=O)[C@@H](c2ccc(-c3ccccc3)cc2)[C@@H]1CO
- IDE exosite FP: -0.87

O=C(C[C@H]1CC[C@@H]2[C@H](COC[C@H](O)CN2S(=O)(=O)c2ccc(F)cc2)O1)NCCN1CCCCC1
- IDE exosite FP: -0.59

O=C(Nc1ccc(F)cc1)N1CC(=O)N2[C@H](CO)[C@@H](c3ccc(C#Cc4ccc(F)cc4)cc3)[C@H]2C1
- IDE exosite FP: 3.4

CCC(=O)NC[C@H]1[C@@H](c2ccc(-c3ccc(F)cc3)cc2)[C@@H](CO)N1C(=O)CC
- IDE exosite FP: 1.5

N#C[C@H]1[C@@H](c2ccccc2)[C@H](CO)N1C(=O)Cc1ccccc1
- IDE exosite FP: 1.8

Cc1ccc(S(=O)(=O)N2C[C@H](O)COC[C@@H]3O[C@@H](CC(=O)NCc4ccc5c(c4)OCO5)CC[C@H]32)cc1
- IDE exosite FP: 0.52

O=C(C1CCCCC1)N1CC(=O)N2[C@@H](CO)[C@H](c3ccc(C#Cc4cccc(F)c4)cc3)[C@@H]2C1
- IDE exosite FP: 0.21

COC(=O)C[C@@H]1CC[C@@H]2[C@@H](COc3ccc(NS(=O)(=O)c4ccc(C)cc4)cc3C(=O)N2C)O1
- IDE exosite FP: -1.6

O=C(C[C@H]1CC[C@@H]2[C@H](COC[C@@H](O)CN2C(=O)c2ccccc2F)O1)NCc1ccc(Cl)c(Cl)c1
- IDE exosite FP: -0.079

N#C[C@@H]1[C@@H](c2ccc(-c3ccncc3)cc2)[C@@H](CO)N1C(=O)CN1CCOCC1
- IDE exosite FP: 2.2

O=C(c1cccc(F)c1)N1CCCCN2[C@H](CO)[C@H](c3ccc(-c4ccccc4)cc3)[C@H]2C1
- IDE exosite FP: -0.32

C[C@@H]1CCCCO[C@H](CN(C)C(=O)c2ccncc2)[C@H](C)CN([C@H](C)CO)C(=O)c2cc(NC(=O)CCC(F)(F)F)ccc2O1
- IDE exosite FP: 0.19

O=C(C[C@@H]1CC[C@H]2NC[C@H](O)COC[C@@H]2O1)NCc1ccc2c(c1)OCO2
- IDE exosite FP: -0.94
